NR2E3 ag-1 = NR2E3 agonists in two-hybrid cells, primary screen, cell-based, luminescence, CHO-S, Gal4-NCOR/VP16-NR2E3 | Photoreceptor-specific nuclear receptor (Homo sapiens), Q9Y5X4 | luciferase | inhibition of corepressor binding, % at 3.98 µM | 360,000 compounds, 0.35% hits | AID 602229, 2012;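 active = inhibition above the mean of all tested compounds plus 3 SD, cut at about 70% in these data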;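 also: 0% = DMSO with NR2E3 transfected cells and 100% = cells lacking NR2E3 construct; higher means lower luciferase signal from less NR2E3 corepressor binding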
Target sequence (Q9Y5X4 whole entry, looked up, the tested form may be a part): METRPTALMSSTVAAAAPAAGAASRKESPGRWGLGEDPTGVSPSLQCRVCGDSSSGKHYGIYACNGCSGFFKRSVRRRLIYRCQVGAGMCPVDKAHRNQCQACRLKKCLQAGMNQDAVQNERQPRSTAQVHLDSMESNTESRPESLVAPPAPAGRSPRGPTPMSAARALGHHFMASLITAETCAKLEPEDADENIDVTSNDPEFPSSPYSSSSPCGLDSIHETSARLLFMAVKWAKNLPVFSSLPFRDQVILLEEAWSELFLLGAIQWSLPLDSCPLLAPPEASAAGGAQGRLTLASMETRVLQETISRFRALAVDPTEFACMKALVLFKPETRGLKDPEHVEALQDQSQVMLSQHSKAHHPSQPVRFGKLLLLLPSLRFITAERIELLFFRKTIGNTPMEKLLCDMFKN
Peg3 prom inh = Peg3 promoter-driven luciferase inhibitors, primary screen, cell-based, HeLa, luciferase luminescence; HeLa PEG-Prom luciferase reporter, overnight; inhibition, % at 20 µM; 360,000 compounds, 1.7% hits;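 active = inhibition of at least 50% at 20 µM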
TRAIL sens C8 = viability loss with TRAIL in NB7+C8 cells, primary screen, TRAIL sensitizer project, cell-based, ATPlite luminescence. inhibition (viability loss, TRAIL sensitization), % at 10 µM. 360,000 compounds, 1% hits. AID 624354, 2012;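 active = compounds causing at least 50% loss of cell viability in the single-dose screen, relative to plate controls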
NR2E3 ag-2 = inhibitors of NR2E3-RetCOR corepressor binding, primary screen, NR2E3 agonist project, biochemical, TR-FRET, GST-NR2E3, biotin-RetCOR; 320,000 compounds, 0.12% hits; AID 2300, 2010; 1536-well; Photoreceptor-specific nuclear receptor (Homo sapiens), Q9Y5X4; inhibition of corepressor binding, % at 4.78 µM;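 active = percent inhibition above the cutoff of mean plus 3 SD of all tested compounds, set per screening campaign, cut at about 20% in these data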;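 also: 0% = DMSO wells and 100% = biotin wells as full block of FRET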
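Format: 1536-well format; test system: GST-NR2E3 and biotin-RetCOR proteins; read-out basis: percent inhibition of TR-FRET ratio; timing: 5 h incubation at 4 °C; detection: time-resolved FRET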
KKLEB tox = cytotoxicity in KKLEB CF airway cells, primary screen, cytotoxicity control for CF NF-kB inhibitor project, cell-based, uHTS, fluorescence assay plates; KKLEB CF airway cells viability, ATPlite luminescence, overnight; stronger effect = lower value; cells stimulated with P. aeruginosa culture filtrate; activity change (cytotoxicity), % at 5 µM; 360,000 compounds, 0.36% hits;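 active = corrected activity change at or below -50% at 5 µM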
CF NFkB block = inhibitors of PAF-induced NF-kB signaling, primary screen, cell-based, GFP fluorescence, uHTS; KKLEB NF-kB-GFP reporter, GFP fluorescence overnight; inhibition, % at 5 µM; 360,000 compounds, 0.86% hits;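 active = at least 50% inhibition at 5 µM, scaled per plate between neutral and stimulator controls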;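 also: PAF is a Pseudomonas aeruginosa culture filtrate used as stimulus; plate controls were PAF-stimulated DMSO wells for no effect and unstimulated DMSO wells for full effect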
HIF-2a inh = HIF-2a reporter inhibitors, primary screen, luminescence, 786-0 RCC cells. 786-0 RCC cells HIF-2a reporter, luciferase luminescence, overnight. inhibition, % at 18.8 µM. 360,000 compounds, 0.72% hits;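 active = inhibition of the luminescence signal of 40% or more relative to plate controls, in a single-dose primary screen at 18.75 µM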
TWEAK Fn14 block = inhibitors of TWEAK-Fn14 signaling, primary screen, luciferase reporter cells, uHTS | TWEAK-stimulated Fn14 reporter cells, luciferase luminescence, 8 h | inhibition, % at 10 µM | 360,000 compounds, 2% hits; in the data active = inhibition above about 50%
TROY signal inh = inhibitors of TROY-driven NF-kB signaling, primary screen, Q293 LMP1-TROYcd cells, NF-kB luciferase, uHTS. 360,000 compounds, 0.98% hits. AID 1347056, 2019. Q293 LMP1-TROYcd NF-kB luciferase reporter, 4 h. inhibition, % at 10 µM;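 active = compounds whose plate-normalised and pattern-corrected inhibition of the luciferase reporter signal at the single screening dose is 50% or more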
TRPM1 prom inh = inhibitors of MITF-dependent TRPM1 promoter reporter, primary screen, cell-based, SK-MEL-5, single point, luciferase | SK-MEL-5 TRPM1 promoter luciferase, 24 h | inhibition, % at 12.5 µM | 330,000 compounds, 0.83% hits;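 active = mean inhibition across replicates of 60% or more, whatever share of single replicates reaches that level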; also: values of inactives mirror those of a sister screen read the other way
Shn3 3UTR inh = reduction of Shn3 3'UTR firefly luciferase signal, primary screen, Schnurri-3 inhibitor project, cell-based, Clone20 osteoblasts, set 2 | Clone20 osteoblast Shn3 3'UTR firefly luciferase, 24 h | inhibition, % at 12.5 µM | 360,000 compounds, 0.52% hits | AID 588674, 2011;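 active = mean inhibition of at least 75% with every replicate also reaching 75%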;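 also: 0% = median of neutral control wells and 100% = pilot-screen positive control compound; some compounds past the cut are filed as inactive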
Numbers without * were called inactive; nt = not tested or not shown.

SMILES	NR2E3 ag-1	Peg3 prom inh	TRAIL sens C8	NR2E3 ag-2	KKLEB tox	CF NFkB block	HIF-2a inh	TWEAK Fn14 block	TROY signal inh	TRPM1 prom inh	Shn3 3UTR inh
Cc1oc(-c2ccccc2)nc1CS(=O)CC(=O)O (stereo not given)	-4.9	8.6	11.2	4.4	-3.4	1.4	-1.9	-1.1	0.5	8.7	-0.8
COC(=O)Cn1c(C)nc([N+](=O)[O-])c1Br	-18.4	-0.3	-9.0	4.8	4.1	-1.9	9.2	17.1	-10.0	4.8	-5.0
O=C(N/N=C/c1cccc(O)c1)C(=O)N1CCCCCC1	-20.0	-20.9	-0.6	1.0	-6.5	-10.0	-5.3	9.0	-23.7	10.5	2.8
COc1ccc(OC)c(CNC(=O)CCCn2ccc3cc(S(=O)(=O)N4CCCC4)ccc32)c1	19.0	11.8	-4.6	-1.9	-5.0	21.4	4.2	-2.7	7.2	9.6	7.0
CCOC(=O)c1cc(C)nc(SC)c1C#N	-34.2	24.8	11.6	3.6	-1.8	3.7	10.9	-29.0	-6.3	-3.6	4.0
CCOC(=O)c1ccccc1NC(=O)Cn1cnc2c(cnn2-c2ccc(F)cc2)c1=O	-5.7	8.9	2.7	nt	-1.0	0.2	9.9	6.1	7.0	5.5	4.0
C=CCNc1ccc(N2C(=O)CCCC2=O)cc1[N+](=O)[O-]	-56.1	0.0	-7.3	0.5	3.6	-14.8	12.9	73.5*	12.6	9.8	-0.7
Cc1cc(O)ccc1Nc1nc(-c2cccs2)cs1	-115.9	-207.3	1.7	0.9	1.6	-9.4	-171.3	-16.7	23.0	-37.1	-44.8
COc1ccc(-c2nnc(-c3ccc(F)cc3)o2)cc1	-115.6	-336.4	14.1	-2.7	-6.1	-10.1	-204.5	18.5	-46.3	-75.1	-100.4
O=S(=O)(c1ccc(F)cc1)c1nc(-c2ccco2)oc1NCCCn1ccnc1	-1.2	8.2	-6.6	nt	-3.8	-5.9	9.1	-0.3	14.0	nt	-20.0
Cc1cnc(CN(C)C(=O)CC2C(=O)NCCN2CCCc2ccccc2)[nH]1 (stereo not given)	1.9	13.1	1.5	0.0	-16.2	4.9	8.3	-4.0	-14.1	-2.0	1.3
COc1cc(C)c(NC(=O)C(=S)NCc2ccccc2)cc1C	-14.1	-5.2	-6.9	-1.1	-1.5	-8.1	-44.6	-9.8	-10.4	-1.1	-3.0
CCOC(=O)c1ccccc1NC(=O)CSc1nc2ccccc2o1	-48.4	-171.9	13.9	-0.4	-10.4	-3.8	-207.7	-16.3	-8.7	-27.5	0.1
COc1ccc(C(O)(CCC(C)C)C(CN2CCOCC2)c2ccccc2)cc1 (stereo not given)	3.4	59.4*	3.7	nt	-3.9	10.8	10.0	6.2	1.3	10.2	18.5
COc1cc(OC)nc(NC(=O)CSc2nc3ccccc3[nH]2)n1	-2.9	6.9	1.1	-0.6	5.5	-2.6	-25.9	4.3	30.5	10.8	0.8
COCCCN(C(=S)Nc1cc(C)cc(C)c1)C(C)c1ccncc1 (stereo not given)	-5.6	17.1	-7.1	1.9	3.8	-8.4	12.0	-3.0	10.5	-9.2	18.1
CCN(c1cccc(C)c1)S(=O)(=O)c1ccc2[nH]c(=O)c(=O)[nH]c2c1	-17.6	5.4	-13.1	0.5	1.7	-8.4	8.0	10.1	-26.7	-10.3	17.7
COc1cc2c(cc1OC)C(c1ccccc1)N(C(=O)c1ccccc1F)CC2 (stereo not given)	-17.4	3.8	1.4	-2.8	-17.6	-8.6	4.2	-14.8	-14.9	6.7	2.4
Cc1c(S(=O)(=O)N(C)C2CCCCC2)c(=O)n(C)c(=O)n1C	-27.1	16.8	-4.7	-0.3	-12.1	1.6	17.4	0.4	-3.7	-2.7	-0.3
Cc1cc(C)c(C(O)c2ncc(-c3ccccc3F)[nH]2)c(C)c1 (stereo not given)	-1.5	1.3	-5.1	nt	1.0	-9.9	-25.8	-8.9	1.9	nt	10.4
O=C(c1ccco1)c1cn(CC(=O)N2CCCCCC2)c2ccccc12	-17.4	1.5	-20.4	1.8	-0.1	10.6	-1.9	-4.3	11.4	10.2	2.8
Fc1ccc(Cn2nnc(-c3ccc(Cl)cc3)n2)cc1	-28.8	-167.2	-12.7	-0.7	-10.5	-10.0	-248.7	-11.8	-82.5	-56.5	-10.0
O=C(O)C1CC(O)CN1S(=O)(=O)c1cccs1 (stereo not given)	-24.5	-4.5	2.5	-0.8	-2.6	9.5	18.7	8.1	-4.6	5.7	0.1
Cc1[nH]c(C)c2c(=O)n(Cc3ccc(Cl)cc3)ncc12	-20.1	7.7	-7.7	-4.3	-4.0	-2.4	17.2	-70.0	-7.9	-8.1	3.5
CC(C)[C@H](NC(N)=O)C(=O)NCCc1ccc(Cl)cc1Cl	-6.9	-8.2	-2.3	0.2	11.7	12.0	5.6	8.3	-6.8	-1.4	-5.9

(list continues)
SMILES	NR2E3 ag-1	Peg3 prom inh	TRAIL sens C8	NR2E3 ag-2	KKLEB tox	CF NFkB block	HIF-2a inh	TWEAK Fn14 block	TROY signal inh	TRPM1 prom inh	Shn3 3UTR inh
COc1ccccc1NC(=O)CN1CCN(CC(=O)Nc2ccc3c(c2)OCCO3)CC1	-9.4	5.6	-1.6	2.8	7.8	-14.8	6.3	0.2	31.5	-2.7	7.7
CC1(C)Cc2nc3sc4c(=O)n(CC(=O)NCc5ccco5)cnc4c3cc2CO1	-30.2	-40.2	7.3	-0.7	-13.6	21.4	-110.4	16.9	-28.2	4.2	-40.7
CN(C)CCNc1nc(S(=O)(=O)c2ccccc2)c(Cl)s1	-17.0	8.6	15.9	4.2	-10.6	10.1	13.0	1.9	10.4	1.5	3.9
Fc1ccccc1/C=N/NC(=S)Nc1ccc(Cl)cc1Cl	-107.5	-64.7	-7.9	1.6	-23.9	29.2	-90.6	13.2	-0.2	-6.4	-11.5
COc1cc(N)ccc1NC(=O)c1cc2ccccc2o1	-87.3	-274.4	14.9	-0.4	3.3	-0.7	-241.3	35.1	14.5	-14.2	-59.4
Cc1ccc(N2C(=O)Cc3ccccc3C2=O)cc1	-1.4	-12.9	-3.7	-3.1	11.7	-2.7	-6.2	11.0	-3.8	4.7	-7.0
Cc1cc(N2CCOCC2)nc2ccc(NC(=S)N3CCN(c4ccccc4)CC3)cc12	-22.1	-2.3	-2.7	-1.7	-8.3	3.8	-10.0	4.6	2.6	30.1	-1.0
COc1ccc(C)cc1N(C(=O)c1snc(C(N)=O)c1N)C(C(=O)NC1CCCCC1)c1ccc(C)o1 (stereo not given)	-32.3	48.7	8.6	nt	8.1	-3.1	14.2	5.1	-10.2	-4.4	-6.3
Cc1ccc(-c2nnn(CC(=O)N(CC(=O)NC3CCCCC3)c3cnc4ccccc4c3)n2)o1	22.0	9.1	-10.0	-0.8	-18.3	-11.1	5.9	-5.6	13.3	-1.1	63.2
CCn1nc(C)cc1C(=O)N1CCCC(Nc2ccc(F)c(F)c2)C1 (stereo not given)	-20.6	13.6	9.6	-1.8	2.2	2.2	14.3	3.6	0.3	17.0	3.0
O=C(NC1CCc2ccccc21)c1cc(COc2cncc(Cl)c2)on1 (stereo not given)	-44.5	-118.9	4.6	-0.9	4.8	21.9	-140.1	9.8	-13.3	-31.6	-8.0
Cc1nn(CCCC(=O)Nc2c(F)cc(F)cc2Br)c(C)c1[N+](=O)[O-]	-17.1	11.1	-15.5	1.6	2.1	1.9	14.5	-10.0	-27.4	13.0	-1.7
N#Cc1ccc(COC(=O)CSc2nnc(N)s2)cc1	-30.0	3.2	11.5	2.0	-3.4	6.6	31.7	19.1	2.9	-2.1	12.0
O=c1[nH][nH]c2c1[C@H](c1ccccc1)O[C@H](C1CCCCC1)C2	-8.2	nt	-14.9	nt	nt	nt	-4.9	13.3	6.1	nt	nt
CCc1c(C#N)c(SCc2c(C)noc2C)nc2c1C(=O)CC(C)(C)C2	-30.3	23.8	-1.1	4.6	-0.6	3.8	27.1	28.4	19.2	13.1	0.2
COc1ccc(C(=O)NCCS(=O)(=O)N2CCCCCC2)cc1	-7.1	10.9	2.4	-2.0	-7.8	-13.1	5.3	2.5	-5.6	2.0	-10.2
COc1ccc(CC(=O)NCCS(=O)(=O)N2CCN(c3ccc(F)cc3)CC2)cc1OC	8.8	13.2	-3.6	-0.5	-5.4	-8.3	14.6	1.6	12.0	42.9	26.2
Cc1ccc(S(=O)(=O)NC2=NCCC2)cc1	-6.0	-9.0	3.9	0.3	-14.9	0.5	-6.5	11.5	-11.7	-3.0	-2.3
CC1(C(=O)NS(=O)(=O)C2CC2)CCN(C(=O)c2ccccc2F)C1 (stereo not given)	4.2	-5.9	-9.1	nt	-2.8	9.0	-3.5	-3.0	-2.5	nt	-5.1
CCSc1ccc(-c2ccco2)nn1	-33.5	-106.0	-1.7	5.2	4.7	-11.2	-93.4	-13.0	3.9	-59.7	-44.8
Cc1oc(-c2ccccc2)nc1C(=O)OCC(=O)NCc1ccc(F)cc1	-33.4	0.1	-6.0	nt	14.3	-22.1	4.3	-7.4	1.0	nt	-4.9
CC(C)C(c1nnnn1Cc1ccco1)N1CCN(c2nc3ccccc3s2)CC1 (stereo not given)	-15.9	39.1	-1.2	3.2	0.5	10.6	13.1	16.7	19.0	8.6	22.4
CC1(C(=O)N2CCCCC2)CCN1C(=O)C1(c2ccccc2)CC1 (stereo not given)	-29.1	0.9	1.4	nt	15.6	-13.6	15.5	-1.8	-0.1	nt	-10.0
CC(C)NC(=O)NC(=O)CSc1ncccn1	-31.2	-5.2	-0.9	7.3	-0.8	15.2	13.5	7.3	3.8	-7.1	-2.5
CC(C)N1C(=O)CCC1C(=O)NCc1ccc(F)cc1Cl (stereo not given)	-24.4	19.1	-16.6	3.0	-11.6	-17.3	12.3	4.7	-21.2	3.1	4.4

3 compounds picked at random from those above:
SMILES	NR2E3 ag-1	Peg3 prom inh	TRAIL sens C8	NR2E3 ag-2	KKLEB tox	CF NFkB block	HIF-2a inh	TWEAK Fn14 block	TROY signal inh	TRPM1 prom inh	Shn3 3UTR inh
COc1ccc(C)cc1N(C(=O)c1snc(C(N)=O)c1N)C(C(=O)NC1CCCCC1)c1ccc(C)o1 (stereo not given)	-32.3	48.7	8.6	nt	8.1	-3.1	14.2	5.1	-10.2	-4.4	-6.3
CC(C)NC(=O)NC(=O)CSc1ncccn1	-31.2	-5.2	-0.9	7.3	-0.8	15.2	13.5	7.3	3.8	-7.1	-2.5
CCn1nc(C)cc1C(=O)N1CCCC(Nc2ccc(F)c(F)c2)C1 (stereo not given)	-20.6	13.6	9.6	-1.8	2.2	2.2	14.3	3.6	0.3	17.0	3.0

Only part of the results is shown; the hit share may differ from the screen's.
